Compound activity deposited in PubChem by National Center for Advancing Translational Sciences (NCATS).
TSHR antagonist: Antagonists of the Thyroid Stimulating Hormone Receptor: HTS campaign. Thyrotropin receptor (Homo sapiens), P16473. TSHR-expressing cells, TSH-stimulated cAMP HTRF, 2 h; stronger effect = lower value. activity change, negative = inhibition, % at 11.5 µM. hit rate 0.2% among 330,000;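 active = activity change below a set negative limit, meaning inhibition stronger than a set level, cut at about -70% in these data; inconclusive = activity change between two set negative limits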; note: % is set by controls: 0 for no effect and ±100 for the full control effect
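Antagonism was scored as loss of TSH-driven cAMP in TSHR cells, stimulated with 4nM TSH (EC80) for 2 hours at 37 deg C and detected by homogeneous HTRF competition immunoassay.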
BCR signal inh: qHTS Assay to Find Inhibitors of Chronic Active B-Cell Receptor Signaling | hit rate 0.05% among 340,000 | Potency, µM (highest dose often 46.1 µM), inactives show at the top dose ratio change, negative = lower green/red ratio, actives largely listed as inhibitors | ABC-DLBCL IkBa-CBG/CBR reporter, luminescence ratio, 4 h; active = well fitted inhibition curve with a large enough effect in the signal ratio, with a control signal flat, not every such curve was filed as active; inconclusive = small, poorly fitted or top-dose-only effect, or effect the other way, or a change in a side signal; the % refers to the signal ratio;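 note: potency is the fitted concentration of half-maximal effect; plate controls were basal doxycycline-induced cells for no effect and cells given 10 µM MG132 for full effect; MG132 reads +100%, hits lower the ratio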
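TMD8 human ABC-DLBCL cells with doxycycline-inducible IκBα–green luciferase fusion and unfused red luciferase, in 0.5% FBS medium; compounds up to 46 uM, 4 h at 37C. Green/red luminescence ratio, filter-overlap corrected, fitted to concentration-response curves.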
KCNH2 WT inh: qHTS for Inhibitors of KCHN2 3.1: Wildtype qHTS. U2OS, BacMam KCNH2, thallium flux FluxOr; stronger effect = lower value. Voltage-gated inwardly rectifying potassium channel KCNH2 (Homo sapiens), Q12809. activity change, % at 1.84 µM. hit rate 0.37% among 340,000;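 active = maximum activity change below -70%; inconclusive = maximum activity change between -70% and -50%; inactive = maximum activity change above -50%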; note: % is set by controls: 0 for no effect and ±100 for the full control effect
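U2OS cells transduced with wild-type KCNH2 virus are loaded with FluxOr dye for 45 min, and thallium flux is measured in kinetic reads before and after stimulation buffer. Rate constants are normalized to DMSO controls.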
GALK inh: qHTS Assay for Inhibitors of Human Galactokinase (GALK); P51570; Purified GALK, Kinase-Glo residual ATP luminescence; Potency, µM (titrated, usually from 57.5 µM), for inactives: top-dose activity change, negative = inhibition, most hits filed as inhibitors; hit rate 0.007% among 270,000; note: potency is the fitted concentration of half-maximal effect; % is set by controls: 0 for no effect and ±100 for the full control effect
Target sequence (P51570 whole entry, looked up): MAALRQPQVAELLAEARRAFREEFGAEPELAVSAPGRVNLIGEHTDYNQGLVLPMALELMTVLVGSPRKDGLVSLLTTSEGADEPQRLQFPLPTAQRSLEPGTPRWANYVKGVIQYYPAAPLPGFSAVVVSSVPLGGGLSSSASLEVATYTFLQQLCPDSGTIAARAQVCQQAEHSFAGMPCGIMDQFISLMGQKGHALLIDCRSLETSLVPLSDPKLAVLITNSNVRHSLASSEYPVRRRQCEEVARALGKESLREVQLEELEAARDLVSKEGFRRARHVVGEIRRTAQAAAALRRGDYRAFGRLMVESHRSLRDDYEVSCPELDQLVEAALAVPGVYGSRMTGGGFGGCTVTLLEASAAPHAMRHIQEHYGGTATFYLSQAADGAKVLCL
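GALK at 5 nM final was combined with compound, 35 uM ATP and 100 uM galactose in HEPES pH8.0 with MgCl2 and DTT. The reaction ran one hour at room temperature before luminescent ATP detection.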
MLL CXXC-DNA inh: qHTS Fluorescence Polarization Assay for Inhibitors of MLL CXXC domain - DNA interaction. Histone-lysine N-methyltransferase 2A (Homo sapiens), Q03164. MLL-CXXC / FITC-HOXA9 DNA fluorescence polarization. Potency, µM (titrated, usually from 115 µM), for inactives: at the highest dose activity change, negative = inhibition, actives largely listed as inhibitors. hit rate 0.037% among 290,000. AID 2662, 2010; active = well fitted inhibition curve with a large enough effect in the polarisation, with a control signal flat, not every such curve was filed as active; inconclusive = small, poorly fitted or top-dose-only effect, or effect the other way, or a change in a side signal; inactive = no such curve, though single readings can be large or run the other way; the % refers to the polarisation; note: potency is the fitted concentration of half-maximal effect
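Steps: dispense CXXC domain solution (7 uM) → pin compounds or unlabeled HOX-A9 DNA control → 5 min ambient → add FLSN-HOX-A9 solution (50 nM) → spin → 30 min ambient → fluorescence polarization. Tris pH 7.5/NaCl/DTT/BSA buffer.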
TCR act: Activators of T cell receptors: qHTS campaign; AID 504894, 2011; 330,000 tested, under 10 active; Potency, µM (top dose mostly 9.22 µM), for inactives: at the top dose activation of IL-2 secretion, most hits filed as activators; primary human leukocytes, anti-CD3, IL-2 HTRF, 48 h; note: % of control where 0% means no effect
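48 hr co-incubation of compounds, a-CD3 beads and primary human leukocytes; IL-2 quantified homogeneously by HTRF with anti-IL-2 K and d2 conjugates.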
FBPA coupling cs: qHTS Assay for Inhibitors of Fructose-1,6-bisphosphate Aldolase from Giardia Lamblia: Coupling assay counterscreen; coupling enzyme system counterscreen, AmpLite Red fluorescence; AID 2472, 2010; activity change, negative = inhibition, % at 58.2 µM, hits read low; hit rate 0.67% among 290,000; in the data active = activity change below about -30%; note: % is set by controls: 0 for no effect and ±100 for the full control effect
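Activity here indicates interference with the coupling reaction, not aldolase inhibition. Compounds at 57.5 uM final met coupling enzymes for 10 min at RT; substrate and AmpLite Red detection followed, with a 525/598 nm fluorescence read after 20 min.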
Giardia kill: Small Molecules that selectively kill Giardia lamblia: qHTS; AID 540267, 2011; Giardia lamblia trophozoite viability; hit rate 0.15% among 340,000; activity change, % at 7.66 µM, hits read low; in the data active = activity change below about -80%; inconclusive = between about -30% and that limit;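 note: parasites exposed to compound for two days anaerobically before the ATP read; % is set by controls: 0 for no effect and ±100 for the full control effect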
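Giardia lamblia trophozoites (100 cells/well) were incubated with compounds for 48 h at 37 deg C under anaerobic conditions. Viability was read as ATP content by one-step luminescence after 15-30 min at room temperature.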
Tb PFK inh: qHTS Assay to Find Inhibitors of T. brucei phosphofructokinase | T. brucei PFK, ADP-Glo luminescence | Potency, µM (titrated, usually from 57.5 µM), inactives show at the top dose activity, negative = inhibition, most hits filed as inhibitors | hit rate 0.17% among 330,000;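 note: potency is the fitted concentration of half-maximal effect; 0% = uninhibited 1x PFK enzyme wells and -100% = no-enzyme wells; nearly all actives have a fitted effect of over 60% in size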
Target sequence (O15648 whole entry, looked up): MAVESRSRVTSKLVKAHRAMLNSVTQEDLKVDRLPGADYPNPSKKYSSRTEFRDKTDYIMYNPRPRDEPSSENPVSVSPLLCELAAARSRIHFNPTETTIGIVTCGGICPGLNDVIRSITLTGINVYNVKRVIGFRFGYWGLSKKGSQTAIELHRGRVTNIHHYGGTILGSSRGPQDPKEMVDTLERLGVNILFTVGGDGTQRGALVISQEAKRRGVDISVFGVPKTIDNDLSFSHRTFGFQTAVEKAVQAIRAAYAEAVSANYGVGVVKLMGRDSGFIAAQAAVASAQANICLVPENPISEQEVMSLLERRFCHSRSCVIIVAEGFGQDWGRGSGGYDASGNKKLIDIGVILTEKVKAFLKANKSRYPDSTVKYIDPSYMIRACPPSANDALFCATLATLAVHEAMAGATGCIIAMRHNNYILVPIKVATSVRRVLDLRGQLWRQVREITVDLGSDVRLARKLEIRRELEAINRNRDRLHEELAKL
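Compounds were pin-transferred as a titration series up to 57 uM into substrate buffer (0.5 mM F6P, 0.1 mM ATP, pH 8.0), then 1.25 nM PFK was added and reactions ran 45 min before ADP-Glo detection.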
AT treatment: qHTS Assay for Identifying a Potential Treatment of Ataxia-Telangiectasia; […] A-T fibroblasts, KAP-1 phosphorylation AlphaLISA; neocarzinostatin DNA damage 30 min before lysis; AID 485349, 2010; hit rate 0.19% among 320,000; Potency, µM (top dose mostly 57.5 µM), for inactives: at the top dose activation, usual class: activators; note: potency is the fitted concentration of half-maximal effect; % of control where 0% means no effect; nearly all actives have a fitted effect of over 45% in size
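ATM-like activity read as KAP-1 phosphorylation via AlphaLISA donor/acceptor antibody pairs after lysis and 6 hr at 25C. Cells were ATM-null patient fibroblasts ([…], hTERT), dosed 60 min, then exposed to the DSB inducer NCS for 30 min.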
The depositor's hits bear a star; ? = inconclusive; . = not tested or not shown; [ ] = another dose, or the depositor's remark. Unless noted, calls come from the whole dose curve; as a rule, active = well fitted curve in the direction sought with a large enough effect; inconclusive = small, poorly fitted or top-dose-only effect, or another doubt; inactive = no such curve, though single readings can be large; an effect the other way counts as inactive or inconclusive. Random draw from the library; any-hit rate near 1.6%.

SMILES	TSHR antagonist	BCR signal inh	KCNH2 WT inh	GALK inh	MLL CXXC-DNA inh	TCR act	FBPA coupling cs	Giardia kill	Tb PFK inh	AT treatment
CC(C)[C@H](NC(=O)[C@@H]1Cc2ccccc2CN1)C(=O)NC1CCCCC1	13	-2%	1	-4%	31%[activator]	10%	4	27	-3%	3%
C/C(=N\NC(=S)Nc1c(C)cccc1C)c1cc2ccccc2o1	-7	?	-8	3%	10%	0%[46.1 µM]	-2	31[activator]	-4%	7%
O=C(/C=C/c1cccc(Br)c1)N1CCN(c2cccc(C(F)(F)F)c2)CC1	2	?	-18	0%	-1%	-3%[46.1 µM]	2	8	-2%	-14%
O=C(NCCc1ccc(Cl)cc1)C1CCC(CNc2nc(=S)[nH]c3ccccc23)CC1 (stereo not given)	2	-6%	4	14%	2%	6%	0	-25	1%	-9%
Cn1c(CCNS(=O)(=O)c2ccccc2)nnc1SCc1cccnc1	1	0%	-4	9%	-8%	13%	2	-18	-2%	-4%
CN1C(=O)CC(NNC(=O)c2ccc(Cl)cc2)C1=O (stereo not given)	13	1%	1	-2%	10%	-2%	.	-17	-2%	-3%
O=c1nc(NCc2ccccc2Cl)cn[nH]1	21	-1%	2	-2%	12%	-5%	6	9	-2%	-3%
CCOc1cc(/C=N/NC(=O)C(=O)NCC2CCCO2)ccc1OCC(=O)N1CCOCC1 (stereo not given)	-3	4%	-8	8%	7%	-2%	1	-4	-1%	-6%
O=C(c1cc(-c2ccncc2)nc2ccc(Cl)cc12)N1CCN(Cc2ccc3c(c2)OCO3)CC1	-12	0%	12	-1%	-6%	-5%	0	-14	0%	2%
COc1ccc(Cc2nnc(SCC(=O)Nc3ccc(C)c(Cl)c3)[nH]c2=O)cc1	-1	-4%	-6	.	.	0%	.	-30	0%	-3%
CCOc1ccc(C(=O)NCC(=O)NCCCSc2ccccc2)cc1OCC	-3	-2%	-5	-7%	-1%	-4%	.	-7	0%	-3%
CCN(CC)C(=O)C1CCC(C)(C(=O)O)C1(C)C (stereo not given)	2	-3%	19	0%	1%	-2%	1	-7	-2%	-3%
COc1cc(C(=O)Oc2cccc(/C=N/NC(=O)c3cccnc3)c2)cc(OC)c1OC	-6	?	12	3%	19%	2%	0	10	-1%	4%
Cc1ccc(NC2=C(C(=O)c3ccccc3)N(C)S(=O)(=O)c3ccccc32)cc1	-50	27%	-1	2%	14%	4%	2	11	2%	4%
Cc1cc(C2=NNC(=Nc3ccc(S(=O)(=O)N4CCOCC4)cc3)SC2)c(C)n1C	-27	0%	0	-1%	35%[activator]	4%	-3	5	2%	32µM*
CN(C)C(=O)c1ccc(NC(=O)CSc2nc3ccccc3[nH]2)cc1	-6	-10%	7	-1%	-1%	1%	2	?	-1%	-24%
O=C1NC(=O)/C(=C/c2ccccc2Oc2ccc(Cl)cc2)S1	-42	3%	-6	0%	?	-1%	8	-20	3%	-13%
Cc1cccc2cc(CN(Cc3cccs3)C(c3nnnn3C3CCCC3)C(C)C)c(=O)[nH]c12 (stereo not given)	29	?	-6	3%	-3%	-21%	-9	-9	-1%	-1%
COc1cccc(NC(=O)c2ncn[nH]2)c1	6	?	-1	1%	1%	4%	2	-22	-10%	-4%
O=C(O)CSc1nnc(-c2ccc(Cl)cc2Cl)n1Cc1ccccc1	6	-3%	5	6%	1%	1%	10	9	0%	-2%
O=C(c1ccc(Oc2ccc(Cl)cc2)c([N+](=O)[O-])c1)N1CCCC1	-2	-3%	-9	-6%	-11%	7%	3	-8	0%	-7%
CCOC(=O)CC(=O)CSc1nc(-c2cccnc2)ccc1C#N	-6	7%	11	0%	-8%	1%	2	-11	13%	0%
Cc1cccc(CN2CCCC(C(=O)Nc3ccccc3Oc3cccnc3)C2)c1 (stereo not given)	-2	0%	32	6%	?	6%	1	-5	-8%	4%
O=C(NCC(=O)N(CC1CCCO1)C(C(=O)NC1CCCCC1)c1ccc(F)cc1)c1ccco1 (stereo not given)	-3	5%	10	8%	41%[activator]	1%	4	20	-1%	-10%
CCc1nnc2n1N=C(c1ccc(-c3cc(Cl)ccc3Cl)o1)CS2	-15	?	-9	2%	1%	4%	0	3	5%	9%
O=C(c1ccc(Cn2c(=S)[nH]c3ccc(N4CCOCC4)cc3c2=O)cc1)N1CCN(c2ccc(F)cc2)CC1	-23	-13%	-9	-2%	8%	.	-3	-8	0%	1%
CCOC(=O)C1CCN(C(=O)COC(=O)c2oc3ccc(OC)cc3c2C)CC1	-1	?	6	.	.	-3%	.	21	-3%	5%
O=C(Nc1ccc(F)c([N+](=O)[O-])c1)c1cccs1	12	-4%	-27	-3%	10%	1%	-6	-26	?	-1%
CCOC(=O)c1sc(SC)c2c1CCCC2=O	-6	-21%	4	.	-12%	8%	2	2	1%	0%
c1ccc2c(c1)CCN(c1nc3cc4c(cc3s1)OCO4)C2	-17	?	-4	2%	-1%	.	-16	-1	-8%	14%
O=C(Cc1c[nH]c2ccccc12)Nc1ccccc1N1CCOCC1	-4	0%	4	-1%	4%	5%	1	-14	-1%	2%
COc1ccc(C(CC(=O)O)NS(=O)(=O)c2ccc3c(c2)NC(=O)CO3)cc1 (stereo not given)	3	5%	-12	4%	0%	0%	10	-1	0%	-15%
COc1cccc(NC(=O)CSc2nn3c(=O)c(C)nnc3s2)c1	-12	9%	5	-2%	?	4%	0	-17	0%	1%
CCOCCCNC(=O)CN1C(=O)/C(=C\c2ccc(C)cc2)Sc2ccccc21	2	?	11	0%	-9%	4%[46.1 µM]	0	-6	1%	3%
Cc1cccc(NC(=O)C2CCCN2S(=O)(=O)c2ccc3c(c2)n(C)c(=O)c(=O)n3C)c1 (stereo not given)	2	0%	-9	.	4%	9%	0	16	-1%	-11%
O=C(NS(=O)(=O)c1ccccc1)c1ccccc1O	24	3%	5	2%	-7%	4%	18	0	0%	10%
COCCNC(=O)/C(C#N)=C/c1ccc(SC)cc1	-10	-2%	0	9%	-13%	8%	3	-3	-5%	-4%
CCN1CCN(S(=O)(=O)c2ccc(Cl)c(C(=O)N(C)C(c3ccccc3)c3ccccc3)c2)CC1	9	2%	6	.	.	-1%	.	2	-3%	0%
COc1ccc(/C(N)=N/OC(=O)c2cccc([N+](=O)[O-])c2)cc1OC	-2	7%	-28	1%	1%	-7%	0	10	0%	2%
O=C(CNC(=O)c1ccc(Cl)cc1Cl)OCc1nnc(-c2ccccc2Br)o1	-9	0%	15	.	.	-1%[46.1 µM]	.	-1	-3%	3%
CCn1nc(C(=O)NCc2ccco2)c(Cl)c1Cl	-3	-1%	-2	4%	-1%	-7%[46.1 µM]	0	-9	-6%	8%
COC(=O)[C@H](CCSC)NC(=O)NC1CC1	2	0%	0	-1%	4%	-1%	0	-6	0%	0%
COc1cccc(CN(C)Cc2nc(Cc3ccccc3Cl)no2)c1	-16	1%	-11	-2%	0%	0%	0	3	-1%	6%
Cc1cc(C)n2nc(SCc3c(F)cccc3Cl)nc2n1	4	-7%	-5	3%	-4%	3%	3	3	-3%	32%
O=C(Nc1cccc2c1C(=O)NC2=O)c1ccc(S(=O)(=O)N2CCCC2)cc1	-8	2%	15	1%	-12%	-6%	1	1	-5%	1%
Cc1ccc(S(=O)(=O)N2CC=C(C(=O)NC3CCCC3)CC2)cc1	-5	1%	-21	-2%	0%	-2%	0	21	12%	-1%
CCOc1ccc(CCNC(=O)COC(=O)CSc2ccccc2C)cc1OCC	-1	4%	-29	-4%	-9%	-1%	.	-5	0%	18%
CC(C)C(=O)Nc1ccc(N2CCOCC2)c(S(=O)(=O)Nc2ccccc2Cl)c1	-15	2%	5	.	.	-12%[46.1 µM]	.	38[activator]	-1%	10%
CCN1CCN(S(=O)(=O)c2ccc(Cl)c(C(=O)N(C)Cc3cccc(OC)c3)c2)CC1	8	9%	4	.	.	1%	.	6	1%	2%
CS(=O)(=O)N(CC(=O)O)c1ccc(Oc2ccccc2)cc1	6	-2%	-29	1%	-4%	.	7	13	1%	1%
